ASAP1 inh = inhibitors of human ASAP1 ArfGAP activity; ASAP1-stimulated ARF1 GTP hydrolysis, GDP FP detection; inhibition, % at 16.5 µM; actives 0.19% (n = 360,000); Q9ULH1; in the data active = inhibition above about 25%;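 note: 0% = vehicle with enzyme and substrate and 100% = no enzyme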
Target sequence (Q9ULH1 325-724 limits assumed): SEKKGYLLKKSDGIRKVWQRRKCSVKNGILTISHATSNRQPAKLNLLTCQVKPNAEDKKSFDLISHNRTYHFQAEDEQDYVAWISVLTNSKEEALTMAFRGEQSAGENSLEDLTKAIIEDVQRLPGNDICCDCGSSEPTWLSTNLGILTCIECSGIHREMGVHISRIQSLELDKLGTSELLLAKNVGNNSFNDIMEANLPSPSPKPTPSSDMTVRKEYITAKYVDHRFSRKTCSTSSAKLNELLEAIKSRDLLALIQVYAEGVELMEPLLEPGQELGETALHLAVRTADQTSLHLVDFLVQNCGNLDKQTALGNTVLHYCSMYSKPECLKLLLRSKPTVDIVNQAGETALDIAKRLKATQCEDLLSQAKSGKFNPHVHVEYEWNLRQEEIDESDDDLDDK
NPR2 activator = GC-B (human) receptor activation. activation, % at 10 µM. AID 1920062. HEK293-GC-B cells, CNP EC30, cGMP TR-FRET; 0% at EC30 CNP, 100% saturating CNP. actives 0.11% (n = 370,000);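 active = activation at 10 µM reaching about 35% in either raw or pattern-adjusted values, limit read from the data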
HTRA1 inh = HTRA1 (human) protease inhibition; inhibition, % at 5.96 µM; Q92743; AID 504803; actives 0.5% (n = 340,000); recombinant HTRA1, FP-rhodamine activity-based probe, fluorescence polarization; in the data active = inhibition above about 36%;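 note: 0% = enzyme with DMSO and 100% = wells lacking enzyme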
PG9 Ab binder = PG9 antibody binding by small molecule. AID 624416. inhibition, % at 6.7 µM. TR-FRET gp120-PG9 antibody binding. actives 0.43% (n = 360,000); in the data active = inhibition above about 8.5%
ARFGAP1 inh = inhibits rat ARF GTPase activating protein 1. actives 0.26% (n = 360,000). Arfgap1-stimulated ARF1 GTP hydrolysis, GDP FP detection. inhibition, % at 16.5 µM;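 active = inhibition above a per-plate limit, mean inhibition of low control wells plus 3 SD, cut at about 25% in these data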;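 note: 0% = DMSO wells with enzyme and 100% = wells lacking Arfgap1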
Target sequence (Q62848 1-136 limits assumed): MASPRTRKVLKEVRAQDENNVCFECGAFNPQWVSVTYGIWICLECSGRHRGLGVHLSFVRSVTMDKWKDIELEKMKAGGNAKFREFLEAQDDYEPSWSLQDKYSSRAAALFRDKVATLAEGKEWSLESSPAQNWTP
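Material: rat Arfgap1 catalytic domain, aa 1-136; also added: human ARF1(Δ1-17)-GTP substrate; compound dosing: one concentration, 16.5 µM, DMSO 1.26%; incubation: GTP hydrolysis reaction 2 h at 25 °C; measured by: Tracer-displacement fluorescence polarization with EDTA stop, 620/688 nm; evaluation: % inhibition from polarization; repeats: one replicate per compound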
NR1D1 modulator = modulates human Rev-erb alpha binding to DNA | P20393 | Rev-erbα–FITC-DNA binding, fluorescence polarization, 90 min | activity, % at 10 µM | actives 0.79% (n = 370,000);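 active = activity above about 14%, limit read from the data; passing the limit was not always enough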;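 note: 0% = DMSO wells with 35 nM protein and 100% = DMSO wells with 750 nM protein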
rCAG RNA binder = molecules binding r(CAG) RNA repeats; actives 1.3% (n = 370,000); r(CAG) RNA repeat, TO-PRO-1 dye displacement fluorescence; AID 651821; inhibition, % at 3 µM;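 active = inhibition above the plate cutoff, the mean of all test compounds on that plate plus 3 SD, cut at about 35% in these data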;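 note: 0% = DMSO alone and 100% = 100 µM mitoxantrone as full dye displacement; higher means more dye released from RNA so lower well fluorescence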
NPR1 activator = GC-A (human) enzyme activation; HEK293 GC-A cells, cGMP TR-FRET, EC30 ANP; 0% at EC30 ANP, 100% saturating ANP; activation, % at 10 µM; actives 0.14% (n = 370,000); AID 1671463; in the data active = activation above about 40%
SMARCA2 act = activators of SMARCA2 function | actives 1% (n = 370,000) | activation, % at 9.1 µM | MG213 cells, MMTV-luciferase reporter, dexamethasone, overnight; in the data active = activation above about 7.8%;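 note: 0% = vehicle wells and 100% = reference activator wells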
ABHD4 inh = inhibitors of mouse ABHD4. purified mABHD4, FP-Rh probe fluorescence polarization. inhibition, % at 8.92 µM. actives 0.54% (n = 370,000). AID 720543. Q8VD66;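 active = inhibition exceeding the mean over every tested compound plus 3 SD, cut at about 30% in these data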;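 note: 0% = plate median of compound wells and 100% = S159A mutant with DMSO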
Target sequence (Q8VD66 whole entry, looked up): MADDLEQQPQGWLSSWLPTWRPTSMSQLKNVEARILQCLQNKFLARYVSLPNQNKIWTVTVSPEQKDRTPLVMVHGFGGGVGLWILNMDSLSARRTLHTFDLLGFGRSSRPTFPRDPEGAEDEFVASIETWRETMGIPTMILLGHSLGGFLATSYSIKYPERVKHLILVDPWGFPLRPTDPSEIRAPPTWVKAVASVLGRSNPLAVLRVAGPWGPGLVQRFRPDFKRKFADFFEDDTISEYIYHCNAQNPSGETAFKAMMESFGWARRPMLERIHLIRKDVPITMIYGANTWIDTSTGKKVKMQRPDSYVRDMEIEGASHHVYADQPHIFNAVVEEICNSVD
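Material: mouse ABHD4 enzyme, wild type; Benchmarks: S159A mutant high control, sample median low control; Buffer or medium: HEPES pH 7.0, NaCl, Pluronic buffer; Signal: fluorescence polarization; Read-out: percent inhibition of probe binding, normalized to plate controls; Timing: pre-incubation 45 min, probe exposure 60 min, at 25 °C; Dosing: 8.92 µM, single dose.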
* marks the source's active call; other numbers are inactive results; · = not tested or not shown.

SMILES	ASAP1 inh	NPR2 activator	HTRA1 inh	PG9 Ab binder	ARFGAP1 inh	NR1D1 modulator	rCAG RNA binder	NPR1 activator	SMARCA2 act	ABHD4 inh
NC(=O)C1CCN(C(=O)CC2(CC(=O)O)CCCCC2)CC1	5	3	1	-2.2	-1	-3	1	7	-1	2
O=C(NCc1ccccc1)c1cc(-c2cccs2)on1	6	-3	-12	-2.6	1	3	-1	4	0	-6
COc1ccc2c(c1)CCCN2C(=O)C1CCCN(S(=O)(=O)c2ccc(Br)s2)C1 (stereo unspecified)	·	-9	·	·	·	-2	6	-1	-5	-5
COc1ccc(C(=O)Nc2cc(Cl)ccc2N2CCOCC2)cc1S(=O)(=O)N1CCOCC1	1	-2	10	-0.3	8	-6	4	3	0	1
COC(=O)C(NC(=O)c1ccccc1)C(C)(C)SCc1ccccc1 (stereo unspecified)	-16	4	-6	-0.3	5	0	0	-4	-6	3
Nc1nc2ccccc2cc1C(=O)NCc1cccs1	0	-2	·	0.3	6	0	3	3	-3	-1
O=C(Cc1cccs1)NCCS(=O)(=O)N1CCN(c2ccccc2F)CC1	2	-4	-2	0.4	5	-3	-4	-2	-2	-6
CC(=O)c1ccc(NC(=O)CSC(=S)N2CCCC2)cc1	6	-3	2	-2.4	0	-1	2	-3	2	2
CC(=O)Nc1ccc(NC(=O)c2csc([C@@H]3O[C@H](CO)[C@H](O)[C@H](O)[C@H]3O)n2)cc1	5	-8	·	-2.5	2	-2	3	3	-5	-1
O=C(Nc1nc2ccccc2s1)c1cccc(N2C(=O)CCC2=O)c1	4	0	-8	-1.1	0	1	10	44*	1	-8
COCCOC(=O)C1=C(C)N=C2SCCC(=O)N2C1c1cccs1 (stereo unspecified)	-6	-1	-6	0.0	7	5	0	-4	0	0
CC(c1nnc(SCC(=O)c2c(N)n(C)c(=O)n(C)c2=O)n1-c1ccc(Cl)cc1)N(C)C (stereo unspecified)	3	1	-6	-0.5	-5	-2	-3	-2	-2	-4
COC(=O)[C@@]12C[C@@H](CC(=O)NCCCN3CCCC3=O)C(=O)N(CCc3ccc(OC)c(OC)c3)C1=CCC(C)(C)C2	7	-4	·	-0.3	-8	-4	0	0	0	-13
CCCc1[nH]nc2c1C1(CCN(C(=O)OCc3ccccc3)CC1)C(C#N)=C(N)O2	-15	3	-8	0.5	-3	8	5	-3	-1	6
COc1cc(C(=O)N/N=c2/sc3ccccc3n2C)cc(OC)c1OC	-1	-1	8	-5.4	10	-2	-5	-2	1	-2
CN(Cc1ccc(Cl)c(Cl)c1)C(c1cc2ccccc2o1)c1nnnn1C(C)(C)C (stereo unspecified)	-7	-1	·	-2.1	-6	4	6	2	2	-5
CC1CCN(S(=O)(=O)c2ccc(C(=O)NCc3ccco3)cc2)CC1	2	2	4	-1.0	3	2	-2	-2	-3	-1
CCCC1C2C(=O)N(c3ccc(OC)cc3)C(=O)C2ON1c1ccccc1 (stereo unspecified)	-4	8	1	0.4	-5	-4	-3	-4	-3	10
Cc1ccc(OCCSCc2nnc(NC(=O)Nc3cccc(Cl)c3)s2)cc1	6	12	-7	2.4	-6	1	11	8	-1	-5
COc1ccc(/C=N\NC(=O)c2cccc([N+](=O)[O-])c2)cc1Cn1cc([N+](=O)[O-])cn1	19	-6	·	-1.2	-5	-1	-1	2	-1	2
Cc1ccc(C)c(S(=O)(=O)N2CCN(C(=O)c3cnccn3)CC2)c1	-6	-1	0	-2.3	-9	-4	-2	1	1	6
O=C(CSc1nnc(CNc2ccccc2)o1)c1ccc2c(c1)OCCO2	-10	-2	1	-0.1	-1	3	6	-2	-4	4
COc1ccc(C(=O)NCCSc2ccccc2)cc1OC	7	-5	0	-1.2	1	-1	-2	-1	-3	-7
O=C(CC1CCCC1)N[C@@H](Cc1cccnc1)C(=O)N1CCC[C@H]1C(=O)NC1CCCC1	15	1	·	1.1	2	0	3	5	-3	-4

The final 7 compounds of the part before come first, to join the parts.
SMILES	ASAP1 inh	NPR2 activator	HTRA1 inh	PG9 Ab binder	ARFGAP1 inh	NR1D1 modulator	rCAG RNA binder	NPR1 activator	SMARCA2 act	ABHD4 inh
CCCC1C2C(=O)N(c3ccc(OC)cc3)C(=O)C2ON1c1ccccc1 (stereo unspecified)	-4	8	1	0.4	-5	-4	-3	-4	-3	10
Cc1ccc(OCCSCc2nnc(NC(=O)Nc3cccc(Cl)c3)s2)cc1	6	12	-7	2.4	-6	1	11	8	-1	-5
COc1ccc(/C=N\NC(=O)c2cccc([N+](=O)[O-])c2)cc1Cn1cc([N+](=O)[O-])cn1	19	-6	·	-1.2	-5	-1	-1	2	-1	2
Cc1ccc(C)c(S(=O)(=O)N2CCN(C(=O)c3cnccn3)CC2)c1	-6	-1	0	-2.3	-9	-4	-2	1	1	6
O=C(CSc1nnc(CNc2ccccc2)o1)c1ccc2c(c1)OCCO2	-10	-2	1	-0.1	-1	3	6	-2	-4	4
COc1ccc(C(=O)NCCSc2ccccc2)cc1OC	7	-5	0	-1.2	1	-1	-2	-1	-3	-7
O=C(CC1CCCC1)N[C@@H](Cc1cccnc1)C(=O)N1CCC[C@H]1C(=O)NC1CCCC1	15	1	·	1.1	2	0	3	5	-3	-4
CN(C)c1ccc(-c2ccnc3c2CC(C)(C(=O)NCC2CCOCC2)O3)cc1 (stereo unspecified)	9	-1	·	0.7	20	6	0	3	-4	11
CC1C(=O)C(C)C(c2ccc([N+](=O)[O-])cc2)NC1c1ccc([N+](=O)[O-])cc1 (stereo unspecified)	-10	1	1	0.7	13	-4	1	-5	1	-6
CCOC(=O)Cc1csc(NC(=O)c2sc3nc4c(C)cc(C)cc4cc3c2N)n1	14	-4	-1	1.3	-2	3	33	10	3	-3
COc1ccc(OC)c2sc(NC(=O)c3ccc(S(=O)(=O)N(C)C)cc3)nc12	-6	-3	-5	-1.0	0	-1	8	0	-4	-5
Cc1ccc(-n2c(SCn3nnc4ccccc4c3=O)nnc2-c2cccnc2)c(C)c1	1	0	-8	-0.1	9	2	-6	-5	-1	-5
CCCCn1c(SCC(=O)Nc2nnc(C(C)C)s2)nc2c1c(=O)n(C)c(=O)n2C	1	-4	-5	0.7	3	0	-1	-4	0	2
Cc1cc(C)c(S(=O)(=O)N2CCN(C(=O)c3cc4ccccc4o3)CC2)c(C)c1	16	1	-20	-2.8	-3	4	-1	1	-2	-3
CC(C)CCc1noc(CN2CCC(CCN3CCCC3=O)CC2)n1	12	1	9	-0.5	4	-3	-11	6	-1	2
CCc1cc(=O)[nH]c(-n2[nH]c(-c3ccccc3)cc2=O)n1	1	-1	11	-4.1	1	8	17	3	-1	-1
CCSc1nnc(N2C(=O)C(O)=C(C(=O)c3ccco3)C2c2cccc(OC)c2)s1 (stereo unspecified)	-11	2	-5	0.5	-7	-2	26	0	0	-10
Cc1ccccc1COc1cccc(/C=N/NC(=O)c2nnn(-c3nonc3N)c2C)c1	0	-9	-2	2.9	-4	0	1	-11	-2	1
CCNC(=O)C1(C)CCCN(Cc2ccc(Oc3ccccc3)cc2)C1 (stereo unspecified)	-5	-10	·	-1.6	-2	0	2	-1	1	0
Cc1cc(C(=O)CN2C(=O)c3cccc(N)c3C2=O)c(C)n1Cc1cccs1	5	3	-30	1.7	13	-3	3	10	7	-7
CC(C)(C)c1ccc(/C=C/C(=O)c2ccc(NC3=NCCCS3)cc2)cc1	12	1	-56	-3.1	11	-4	1	2	1	4
COc1cccc(C(=O)NCCC2=CCCCC2)c1OC	-7	2	3	-0.8	6	-4	-9	-2	6	-1
CCc1ccccc1NC(=O)CNC(=O)c1ccccc1OCc1c(C)noc1C	9	7	-6	-1.8	4	-6	-3	-2	2	3
CCN(CC)CCN(C)C1CCC(c2ccccc2)CC1 (stereo unspecified)	-8	0	8	-3.1	1	0	-3	1	6	16
CCC(C)NC(=O)c1cc2c(=O)n(CC)c3ccccc3c2s1 (stereo unspecified)	0	5	-10	0.9	8	5	0	7	-3	0
O=C(Nc1ccncc1)C1COc2ccccc2O1 (stereo unspecified)	0	2	4	-1.5	2	-2	-4	-2	-1	0
Cc1ccc(C(=O)NCc2ccccn2)cc1S(=O)(=O)N1CCCCC1	20	2	5	1.5	-12	2	1	2	-2	-12
CCc1ccc(NC(=O)C2CCCN(S(=O)(=O)c3c(C)[nH]c(=O)[nH]c3=O)C2)cc1 (stereo unspecified)	-9	-3	-7	0.0	8	0	3	2	1	-1
O=C(COC(=O)c1ccc(Cl)c(S(=O)(=O)N2CCCCC2)c1)NC1CCCCC1	-9	3	-1	-0.9	-5	-3	3	-5	15*	-1
Cc1nc2cc(NS(=O)(=O)c3ccc(Br)cc3)ccc2n1C	3	-2	-3	-1.4	10	-1	-3	-6	-4	0
COc1ccc(C)cc1NC(=O)COC(=O)C1COc2ccccc2O1 (stereo unspecified)	7	4	-7	-1.6	2	0	-2	2	3	0
OCCN1CCN(C(=S)c2ccc(Cl)cc2)CC1	1	2	4	-2.4	2	2	2	0	0	-1
O=C(CSc1nnc(Cc2ccccc2)o1)c1ccccc1	-4	-2	-7	0.8	5	0	-5	4	4	-6
Cc1cc2oc(C(=O)Nc3ccc(S(=O)(=O)Nc4ncccn4)cc3)cc(=O)c2cc1Cl	-8	-3	7	-3.0	-9	2	5	2	-1	-3

High-throughput results deposited in PubChem by several laboratories.
